hIAP act: human IAP activation | 330,000 compounds, 0.16% hits | purified human IAP, CDP-Star luminescence, 30 min; hits give high values; 1 = vehicle-only enzyme, 0 = enzyme-free background | activation factor at 10 µM;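 active = activation factor of the enzyme at least 2-fold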; note: the source names both 10 and 20 µM as test concentration; values of inactives mirror those of a sister screen read the other way
MPTP inh: inhibitors of mitochondrial permeability transition pore. isolated mouse mitochondria, Ca2+ swelling absorbance, 30 min. inhibition, % at 10 µM. 360,000 compounds, 1.4% hits. AID 602449;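 active = inhibition of 50% or more, scaled per plate between neutral and stimulator controls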;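 note: 0% = DMSO wells given calcium and 100% = 1 mM EGTA wells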
ATG4B inh: inhibitors of human ATG4B cysteine protease. ATG4B cleavage of LC3-PLA2, NBD-HPC fluorescence, 1 h. 340,000 compounds, 0.51% hits. Q9Y4P1. inhibition, % at 8.33 µM. AID 504462; in the data active = inhibition above about 40%
Target sequence (Q9Y4P1 whole entry, looked up): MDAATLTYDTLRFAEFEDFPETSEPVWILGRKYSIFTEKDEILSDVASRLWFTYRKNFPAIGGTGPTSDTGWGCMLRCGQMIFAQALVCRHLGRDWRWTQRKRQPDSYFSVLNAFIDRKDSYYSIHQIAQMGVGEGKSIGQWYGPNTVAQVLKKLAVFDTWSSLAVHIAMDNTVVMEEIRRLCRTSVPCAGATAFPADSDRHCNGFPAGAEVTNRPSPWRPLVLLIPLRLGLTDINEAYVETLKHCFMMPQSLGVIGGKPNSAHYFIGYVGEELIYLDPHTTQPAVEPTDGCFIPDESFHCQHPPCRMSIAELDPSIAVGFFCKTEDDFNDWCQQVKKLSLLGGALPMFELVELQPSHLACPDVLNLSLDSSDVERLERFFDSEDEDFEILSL
GRIN3A LBD mod: modulates the human NR3A ligand-binding domain; NR3A LBD differential scanning fluorimetry, Tm shift; 0% = protein alone, 100% = glycine-bound protein; Tm shift relative to glycine control, % at 25 µM; 340,000 compounds, 2.5% hits; AID 1259313;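 active = melting temperature shift of at least 10% of the positive control shift, at one fixed dose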
PfG6PD inh: PfG6PD (Plasmodium falciparum) enzyme inhibition | PfGluPho enzyme, NADPH resazurin-diaphorase fluorescence | inhibition, % at 20 µM | 350,000 compounds, 0.78% hits;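 active = inhibition reaching at least a set limit at 20 µM in the primary screen, cut at about 59% in these data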;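 note: 0% = DMSO wells with substrate and 100% = DMSO wells lacking glucose-6-phosphate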
SENP1 inh: inhibitors of human SENP1 SUMO protease catalytic domain | Q9P0U3 | recombinant SENP1 catalytic domain, CyPet-SUMO1-YPet FRET cleavage | inhibition, % at 10 µM | 360,000 compounds, 0.21% hits | AID 624204;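 active = inhibition at least 30% at 10 µM, raw YFP signal under a set limit, fluorescence ratio 0.5 to 1.5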;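 note: 0% = enzyme with DMSO and 100% = no enzyme wells; some results filed as inactive read as strong as hits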
Target sequence (Q9P0U3 419-644 limits assumed): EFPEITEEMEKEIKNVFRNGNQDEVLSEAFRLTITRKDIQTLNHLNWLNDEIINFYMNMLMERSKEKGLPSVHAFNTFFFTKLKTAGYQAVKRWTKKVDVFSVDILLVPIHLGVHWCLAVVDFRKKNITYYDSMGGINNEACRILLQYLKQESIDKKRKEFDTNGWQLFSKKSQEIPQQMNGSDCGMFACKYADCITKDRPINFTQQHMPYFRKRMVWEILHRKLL
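Material: hSENP1 catalytic domain, recombinant; medium: Tris pH 8 with BME, BSA, NP40 and catalase; compound: single concentration of 10 µM compound, 0.5% DMSO final; technique: FRET read of cyan and yellow fluorescence; timing: 50 min enzyme reaction, room temperature, light-protected; reagent: SFCypet-SUMO1-SFYpet substrate at 25 nM; control set: no-enzyme low, enzyme-DMSO high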
SENP6 inh: blocks the human protease SENP6. inhibition, % at 10 µM. Q9GZR1. 330,000 compounds, 1.8% hits. AID 2599. Recombinant SENP6 catalytic domain, aminoluciferin luminescence;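 active = inhibition above about 50% at the single tested dose, limit read from the data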;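 note: plate controls were DMSO wells with enzyme for no effect and DMSO wells lacking enzyme for full effect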
SENP8 block: SENP8 (human) protease inhibition; recombinant SENP8, Nedd8 substrate fluorescence; inhibition, % at 20 µM; 360,000 compounds, 0.64% hits; AID 602440; in the data active = inhibition mostly above about 40%, no sharp cut-off; inactive = mostly below about 27%
Target sequence (Q96LD8 whole entry, looked up): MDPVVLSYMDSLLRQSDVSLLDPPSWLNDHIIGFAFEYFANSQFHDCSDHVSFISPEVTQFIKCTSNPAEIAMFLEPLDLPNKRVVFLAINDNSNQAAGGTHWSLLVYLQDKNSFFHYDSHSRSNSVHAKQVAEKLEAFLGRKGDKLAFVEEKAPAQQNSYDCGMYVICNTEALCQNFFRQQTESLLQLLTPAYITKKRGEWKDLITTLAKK
Starred values were filed as active, the others as inactive; x = not tested or not shown. No enrichment for hits; any-hit rate near 6.7%.

SMILES	hIAP act	MPTP inh	ATG4B inh	GRIN3A LBD mod	PfG6PD inh	SENP1 inh	SENP6 inh	SENP8 block
C=C1[C@H](C)CN(S(=O)(=O)C(C)(C)C)[C@H]1CCO	x	-1.0	8.5	-2.8	-3.3	0.1	x	12.5
O=C(COC(=O)c1cc([N+](=O)[O-])ccc1N1CCOCC1)c1ccc(OC(F)F)cc1OC(F)F	1.05	-0.3	-2.7	-3.2	16.5	1.4	-8.5	27.6
O=C(N/N=C/c1ccc(Br)s1)c1cccs1	1.1	4.2	-11.6	5.9	6.2	-3.8	8.8	-45.3
COc1cc(NC(=O)c2ccccc2)c(OC)cc1NC(=O)Cc1cccs1	0.987	-1.4	2.6	-1.9	10.4	-29.2	-13.9	-9.4
CCOc1cc(/C=N\Nc2nc(-c3ccc(C)cc3)c(NC(C)=O)s2)ccc1O	0.911	1.3	-7.1	-1.3	27.0	-2.5	0.1	-70.0
COc1ccc(SC[C@H](Cc2ccccc2)N2CC[C@@H](O)CCC2=O)cc1	1.04	-1.5	-7.0	-1.7	2.4	0.4	-3.8	14.8
COC(=O)c1ccc(C2C(C(=O)c3ccco3)=C(O)C(=O)N2CC2CCCO2)cc1 (stereo not given)	0.92	-0.2	5.2	0.2	2.2	-1.6	-11.9	11.8
Cc1cccc2nc(CSc3nc4ccccc4[nH]3)cn12	0.916	0.4	-5.4	3.7	-15.6	0.2	-3.5	8.4
C=CCC1NS(=O)(=O)OC2CCCC12 (stereo not given)	1	0.3	4.8	-3.2	12.4	2.5	2.6	18.5
CCOC(=O)c1cc(C(=O)OCC)c(=O)[nH]c1C	0.951	-0.5	-6.5	-1.5	-0.3	0.6	-1.2	-13.8
COc1ccc(C(=O)N2CCCC(Nc3ccc(F)cc3)C2)cc1F (stereo not given)	1.14	-0.7	9.3	1.5	-11.5	1.0	-7.2	9.6
CC(CCc1ccc(O)cc1)NC1C2CC3CC(C2)CC1C3 (stereo not given)	0.913	-0.4	-3.0	7.4	-2.5	1.0	-17.1	19.6
CCOC(=O)COn1c(-n2nc(C)cc2C)nc2ccccc2c1=O	1.06	0.4	8.4	-1.1	0.7	0.1	-7.6	6.3
O=C(NCc1ccc2c(c1)OCO2)c1cc2ncc(Br)cn2n1	1.05	-2.1	1.1	-1.6	20.9	4.7	-11.7	-13.9
CC(C)(C)N1CC(C(=O)Nc2cccc(Cl)c2Cl)CC1=O (stereo not given)	1.21	-1.0	-0.8	0.5	-11.4	-0.3	-4.8	15.5
CCN1/C(=C\C=C2\C(=O)N(C)C(=S)N2C)Sc2ccccc21	0.627	32.6	6.7	-0.7	14.0	37.3*	-4.0	20.7
Cc1ccc(C(=O)N/C(=C/c2cccc([N+](=O)[O-])c2)C(=O)NCC2CCCO2)cc1 (stereo not given)	1.02	1.9	2.3	-2.2	5.3	-1.0	15.9	8.1
CCN(C(=O)CN1C(=O)/C(=C/c2ccc(F)cc2)SC1=S)C1CCS(=O)(=O)C1 (stereo not given)	1.52	1.4	-1.3	-0.2	12.5	1.8	-6.7	18.3
O=C(Nc1ccccc1N1CCCC1)C1CCN(S(=O)(=O)c2ccccc2)CC1	1.03	2.9	2.2	3.2	7.3	0.2	-9.7	10.3
Cc1cccc(C(=O)OC(C)CN2CCN(C)CC2)c1 (stereo not given)	1.04	-1.6	-2.2	-1.5	7.6	2.1	30.0	4.6
O=C1C(=Cc2ccccn2)CCc2ccccc21	x	0.1	x	x	22.7	0.7	x	3.7
O=C(CN1C(=O)c2ccccc2S1(=O)=O)c1ccccc1Cl	1.1	-0.1	x	x	x	-0.6	28.8	2.0
O=C(Nc1ccc(Cl)cc1)N1CCOCC1	0.979	3.7	-8.8	-1.8	-4.9	1.2	6.3	17.1
Clc1ccc(-n2nnnc2-c2ccno2)cc1	1.24	0.6	-5.3	-0.2	10.3	-0.3	-19.4	13.5
Cn1nc(C(F)(F)F)c(/C=N/OC(=O)c2ccccc2)c1Sc1ccc(Cl)cc1	1.09	4.8	1.9	0.3	-30.9	-2.8	14.3	14.7
COc1ccc(OCCOC(=O)c2ccc(-n3cnnn3)cc2)cc1	1.04	-3.1	-6.3	-0.6	-8.8	-1.5	-14.4	14.2
CCCCN(C(=O)CSc1nnnn1C)C1CCS(=O)(=O)C1 (stereo not given)	0.95	-0.2	-46.1	1.2	-3.7	0.0	2.0	15.0
Fc1cccc(Cl)c1Cn1nnc2c(-n3ccnc3)ncnc21	1.23	0.6	-7.7	0.1	10.6	-2.9	-4.1	13.8
Cc1[nH]c2ccccc2c1C(=O)C(C)OC(=O)c1ccc(NC(=O)CC#N)cc1 (stereo not given)	1.13	-1.0	-9.5	-0.4	-4.8	-13.9	2.2	-23.7
Cc1cc(-c2nn(-c3ccccc3F)cc2CN2CCC(O)CC2)c(C)s1	0.943	-0.4	-3.6	0.0	-7.8	0.2	4.0	6.5
Cc1cc(C)cc(NC(=O)N2CCN(Cc3ccc4c(c3)OCO4)CC2)c1	0.928	1.4	-1.6	0.4	-0.3	3.7	0.0	20.8
Cc1ccsc1/C=N/n1c(COc2ccccc2)n[nH]c1=S	0.976	2.7	-3.1	5.2	27.3	1.2	-5.1	-1.3
CC(C)COP(=O)(c1ccc(N(C)C)cc1)C(Nc1ccccc1)c1cccnc1 (stereo not given)	1.04	0.8	-1.3	-3.4	-7.8	-2.3	-20.8	21.9
CC1=CC2CC1C1C(=O)N(c3ccc(S(=O)(=O)Nc4nc(C)cc(C)n4)cc3)C(=O)C21 (stereo not given)	1.1	-4.6	-6.7	-0.7	-22.7	1.2	-12.5	20.0
CN(C)CCCOc1ccc(Cl)cc1Br	0.867	-1.0	2.8	-2.0	-9.2	0.5	-12.7	13.1
N=c1c(C(=O)NC2CCCC2)cc2c(=O)n3ccccc3nc2n1CCCN1CCOCC1	0.861	-1.1	-7.0	1.3	12.1	-20.8	-5.6	-291.3
O=C(NCCN1CCOCC1)c1c(O)nc2ccccn2c1=O	0.927	-0.6	5.7	-127.1	-11.4	2.4	-10.5	-63.5
O=C(Cn1cnc2c(OCc3ccccc3)ncnc21)NCCCn1ccnc1	0.872	-0.2	5.0	-1.9	-10.9	2.6	5.1	6.0
Oc1ccc(C2=Nn3c(nnc3-c3ccco3)SC2)cc1O	0.774	1.1	1.2	0.8	-26.0	-3.9	3.1	31.7
Cn1cc(Br)c(C(=O)N/N=C/c2cccc(OC3CSC3)c2)n1	1.09	-1.5	-6.8	3.5	46.8	1.3	13.4	11.6
c1ccc(CNc2ncnc3c2ncn3C2CCCCO2)cc1 (stereo not given)	1.02	-2.3	-4.4	-0.6	-6.9	1.4	4.9	2.5
COC(=O)c1c(C#N)c(N)nc2c1CCC2	1.06	1.9	6.2	0.5	6.7	0.3	-10.1	-431.3
O=C(Nc1ccccc1)N1CCCC(CNS(=O)(=O)Cc2ccccc2)C1 (stereo not given)	1.22	0.8	-7.2	-4.2	1.4	0.8	4.3	5.5
O=C(NCC(=O)N1CC=C(c2ccccc2)CC1)c1ccco1	0.991	3.0	-4.7	3.2	7.2	-0.3	-6.1	7.7
CNS(=O)(=O)c1cccc(C(=O)OCC(=O)c2ccc3c(c2)OCCO3)c1	0.975	-0.7	-10.1	0.9	5.0	-0.4	21.4	2.3
c1ccc(C2CNCc3c2ccc2ccccc32)cc1 (stereo not given)	0.985	2.6	8.8	-1.9	23.0	0.7	-5.8	15.8
CC(C)c1ccc(NC(=O)C(c2ccccc2)N2CCN(C(=O)c3ccco3)CC2)cc1 (stereo not given)	1.1	-1.3	-3.3	-6.8	19.0	-2.1	9.1	13.9
CCC1(C)NC(=O)N(CC(=O)Nc2cc(C)on2)C1=O (stereo not given)	1.16	-0.8	1.9	0.3	-8.0	1.4	-12.9	6.0
O=S(=O)(c1cccs1)N1CCC2(CC1)OCCN2S(=O)(=O)c1ccccc1	0.83	-1.1	2.5	-1.7	-4.7	0.4	3.4	17.9
CCC(=O)Nc1ccc(Cl)c(NC(=O)c2cccc(OC)c2)c1	1.06	0.3	-2.1	0.5	12.7	1.3	4.5	15.0
Cc1c(C(=O)Nc2ccc(Cl)cc2)c2ccccn2c1CCc1ccncc1	0.93	85.3*	-14.7	-13.7	30.6	-43.8	11.5	-426.0
Cc1cc(C)cc(NC(=O)CSCc2nc3c(nnn3Cc3ccc(F)cc3)c(=O)[nH]2)c1	0.879	-1.1	-9.8	-0.2	-12.9	0.7	0.9	12.4
CN(C)CCN=Cc1c(O)n(Cc2ccc3c(c2)OCO3)c(=O)c2ccccc12	0.985	-1.3	-5.6	-0.7	-8.9	-40.4	30.4	-326.1
O=C(O)CCCN1C(=O)/C(=C/C=C/c2ccco2)SC1=S	1.01	1.5	52.2*	-0.9	29.5	23.0	-151.6	22.2
COc1ccc(OC)c(S(=O)(=O)N2CCN(C)CC2)c1	0.717	-2.3	16.6	-0.3	-11.3	1.5	3.8	12.4
O=C(NS(=O)(=O)NC1CCCCC1)C1=C(N2CCCC2)COC1=O	0.936	-0.3	6.1	3.5	3.3	0.8	-4.9	8.6
CCCC(=O)Nc1nnc(SCC(=O)N2CCCCC2)s1	1.18	-2.7	3.4	1.6	9.9	1.2	-1.5	3.7
CCN(C(=O)CSc1nc2n[nH]c(C)c2c(=N)n1-c1ccc(Cl)c(C)c1)c1cccc(C)c1	1.84	-1.6	-14.4	-7.0	8.4	-0.4	0.6	-14.7
COc1ccc(NC(=O)c2cccnc2)c(OC)c1	0.918	-0.2	-3.0	0.9	0.2	0.4	10.0	10.8
CCOC(=O)C1CCN(c2c(NCCN(CC)c3ccccc3)c(=O)c2=O)CC1	1.1	1.3	-4.9	0.3	-6.0	3.4	0.5	35.3

Already shown: 5 of the compounds above.
SMILES	hIAP act	MPTP inh	ATG4B inh	GRIN3A LBD mod	PfG6PD inh	SENP1 inh	SENP6 inh	SENP8 block
O=C(NS(=O)(=O)NC1CCCCC1)C1=C(N2CCCC2)COC1=O	0.936	-0.3	6.1	3.5	3.3	0.8	-4.9	8.6
CCCC(=O)Nc1nnc(SCC(=O)N2CCCCC2)s1	1.18	-2.7	3.4	1.6	9.9	1.2	-1.5	3.7
CCN(C(=O)CSc1nc2n[nH]c(C)c2c(=N)n1-c1ccc(Cl)c(C)c1)c1cccc(C)c1	1.84	-1.6	-14.4	-7.0	8.4	-0.4	0.6	-14.7
COc1ccc(NC(=O)c2cccnc2)c(OC)c1	0.918	-0.2	-3.0	0.9	0.2	0.4	10.0	10.8
CCOC(=O)C1CCN(c2c(NCCN(CC)c3ccccc3)c(=O)c2=O)CC1	1.1	1.3	-4.9	0.3	-6.0	3.4	0.5	35.3

Next records
SMILES	hIAP act	MPTP inh	ATG4B inh	GRIN3A LBD mod	PfG6PD inh	SENP1 inh	SENP6 inh	SENP8 block
C=CCSc1nc(Oc2ccccc2)c2sccc2n1	1.19	2.3	14.2	15.0*	4.8	1.8	9.2	5.0
Oc1ccc(/C=N/n2cc(-c3ccccc3)[nH]c2=S)cc1	0.867	-1.0	-4.8	-26.4	37.2	-7.9	4.1	-33.9
N#C/C(=C/c1ccc(Oc2ccc([N+](=O)[O-])cn2)cc1)C(=O)N1CCOCC1	0.977	-1.4	-7.1	5.0	-1.0	1.0	0.7	2.2
CCOC(=O)/C=C1\SCC(=O)N1CCOc1cccc(Br)c1	1.11	-3.3	-4.6	4.2	14.8	-0.2	-9.8	6.6
S=c1[nH]c2ccc(Cl)cc2s1	x	1.1	4.5	-2.3	-1.3	0.7	x	10.9
COc1ccc(C(=O)COC(=O)CCn2nnc(-c3cccc(O)c3OC)n2)cc1	1.15	-0.5	1.0	-2.7	-7.9	-0.1	-17.9	8.1
CCSc1nnc(NC(=O)CSc2nc3c(cc2C#N)CCCC3)s1	0.936	3.3	-22.6	-10.6	-13.2	-52.1	-3.6	-108.8

Source: PubChem
